Assay outcomes (PubChem)
GAA850 FXN act – FXN promoter activators, primary screen, cell-based, luciferase luminescence, HEK293 lucGAA850; activation, % at 6 µM; hit rate 0.56% among 360,000; HEK293 lucGAA850 FXN promoter luciferase reporter, 24 h; percent of 10 µM SAHA response;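 active means activation above the average of all compounds screened plus 3 SD, cutoff fixed separately per campaign, cut at about 7.5% in these data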;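 further: 0% = DMSO wells and 100% = 10 µM SAHA wells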
sPLA2-III inh – human group III sPLA2 inhibitors, primary screen, biochemical, QFRET, BODIPY PC-A2 liposome substrate; Group 3 secretory phospholipase A2 (Homo sapiens), Q9NZ20; hit rate 0.56% among 370,000; AID 743126, 2013; QFRET BODIPY PC-A2 liposome hydrolysis, fluorescence; inhibition, % at 12.2 µM;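 active means inhibition above mean plus 3 SD of compounds lying within the high and low control bounds, cut at about 19% in these data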;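 further: 0% = median of test compound wells and 100% = no enzyme DMSO wells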
NR1D1 modulator – modulators of Rev-erb alpha DNA binding, primary screen, biochemical, FITC-DNA, fluorescence polarization, uHTS | Nuclear receptor subfamily 1 group D member 1 (Homo sapiens), P20393 | Rev-erbα–FITC-DNA binding, 90 min | activity, % at 10 µM | hit rate 0.79% among 370,000 | AID 1259318, 2017;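 active means activity above about 14%, limit read from the data; passing the limit was not always enough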;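 further: 0% = DMSO wells with 35 nM protein and 100% = DMSO wells with 750 nM protein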
DAX1 inh-1 – DAX1 (NR0B1) inhibitors on StAR promoter, primary screen, cell-based, luminescence, SF-1 (NR5A1), full-length DAX-1 | HEK293T StAR-luciferase reporter, SF-1/DAX-1 repression relief | inhibition, % at 6.8 µM | hit rate 1.1% among 370,000 | AID 652010, 2013;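 active means inhibition above the mean over all tested compounds plus 3 SD, cut at about 3.6% in these data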;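 further: 0% = DAX-1 cells with DMSO and 100% = cells lacking DAX-1 with DMSO; higher inhibition means more luminescence from relief of DAX-1 repression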
DAX1 inh-2 – DAX1 (NR0B1) inhibitors, primary screen, cell-based, HEK293, Gal4-DAX1, luciferase luminescence; Nuclear receptor subfamily 0 group B member 1 (Homo sapiens), P51843; HEK293 Gal4-DAX1 luciferase reporter; inhibition, % at 6.75 µM; hit rate 0.99% among 340,000; AID 504766, 2011;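 active means inhibition above the mean over all tested compounds plus 3 SD, cut at about 4.2% in these data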;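 further: 0% = DAX1-transfected cells with DMSO and 100% = empty-vector control cells with DMSO; inhibition shows as a rise in luminescence from relieved DAX1 repression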
hgDAF-12 ag – H. glycines DAF-12 receptor agonists, primary screen, cell-based, luminescence, HEK293, GAL4 fusion, UAS-luciferase | AID 687014, 2013 | activation, % at 6.8 µM | Nuclear hormone receptor DAF-12 (Heterodera glycines), GAL4 fusion | hit rate 1.8% among 370,000 | HEK293 GAL4-hgDAF12 UAS-luciferase reporter, agonist luminescence; normalized to butyrate control;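 active means activation above a cutoff set at the mean of all screened compounds plus 3 SD, cut at about 10% in these data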;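 further: 0% = DMSO wells and 100% = sodium butyrate wells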
ssDAF-12 act – S. stercoralis DAF-12 nuclear receptor activators, primary screen, cell-based, luminescence, HEK293, GRIP1 co-expression, lit1-tk-luc. activation, % at 6.8 µM. Nuclear hormone receptor DAF-12 (Strongyloides stercoralis). HEK293 ssDAF-12/GRIP1 lit1-tk-luc reporter; % of 3 µM dafachronic acid response. hit rate 1% among 370,000. AID 652126, 2013;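 active means activation above the mean over all tested compounds plus 3 SD, cut at about 0.9% in these data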;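 further: 0% = DMSO-only wells and 100% = 3 µM delta7-dafachronic acid wells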
PG9 Ab binder – binders of HIV-1 gp120 antibody PG9, primary screen, biochemical, TR-FRET. HIV-1 gp120 / PG9 antibody interaction. TR-FRET gp120-PG9 antibody binding. inhibition, % at 6.7 µM. hit rate 0.43% among 360,000. AID 624416, 2012; in the data active means inhibition above about 8.5%
SMARCA2 act – SMARCA2 (BRM) function activators, primary screen, cell-based, luminescence, high throughput; MG213 cells, MMTV-luciferase reporter, dexamethasone, overnight; activation, % at 9.1 µM; hit rate 1% among 370,000; AID 652017, 2013; in the data active means activation above about 7.8%;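 further: 0% = vehicle wells and 100% = reference activator wells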
PLCb3 inh – human PLC-beta3 inhibitors, primary screen, biochemical, fluorescence; 1-phosphatidylinositol 4,5-bisphosphate phosphodiesterase beta-3 (Homo sapiens), Q01970; Purified PLC-beta3, fluorogenic substrate; inhibition, % at 12.2 µM; hit rate 0.18% among 370,000; in the data active means inhibition above about 11%;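 further: 0% = median of compound wells on plate and 100% = full blocker control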
Target sequence (Q01970 whole entry, looked up): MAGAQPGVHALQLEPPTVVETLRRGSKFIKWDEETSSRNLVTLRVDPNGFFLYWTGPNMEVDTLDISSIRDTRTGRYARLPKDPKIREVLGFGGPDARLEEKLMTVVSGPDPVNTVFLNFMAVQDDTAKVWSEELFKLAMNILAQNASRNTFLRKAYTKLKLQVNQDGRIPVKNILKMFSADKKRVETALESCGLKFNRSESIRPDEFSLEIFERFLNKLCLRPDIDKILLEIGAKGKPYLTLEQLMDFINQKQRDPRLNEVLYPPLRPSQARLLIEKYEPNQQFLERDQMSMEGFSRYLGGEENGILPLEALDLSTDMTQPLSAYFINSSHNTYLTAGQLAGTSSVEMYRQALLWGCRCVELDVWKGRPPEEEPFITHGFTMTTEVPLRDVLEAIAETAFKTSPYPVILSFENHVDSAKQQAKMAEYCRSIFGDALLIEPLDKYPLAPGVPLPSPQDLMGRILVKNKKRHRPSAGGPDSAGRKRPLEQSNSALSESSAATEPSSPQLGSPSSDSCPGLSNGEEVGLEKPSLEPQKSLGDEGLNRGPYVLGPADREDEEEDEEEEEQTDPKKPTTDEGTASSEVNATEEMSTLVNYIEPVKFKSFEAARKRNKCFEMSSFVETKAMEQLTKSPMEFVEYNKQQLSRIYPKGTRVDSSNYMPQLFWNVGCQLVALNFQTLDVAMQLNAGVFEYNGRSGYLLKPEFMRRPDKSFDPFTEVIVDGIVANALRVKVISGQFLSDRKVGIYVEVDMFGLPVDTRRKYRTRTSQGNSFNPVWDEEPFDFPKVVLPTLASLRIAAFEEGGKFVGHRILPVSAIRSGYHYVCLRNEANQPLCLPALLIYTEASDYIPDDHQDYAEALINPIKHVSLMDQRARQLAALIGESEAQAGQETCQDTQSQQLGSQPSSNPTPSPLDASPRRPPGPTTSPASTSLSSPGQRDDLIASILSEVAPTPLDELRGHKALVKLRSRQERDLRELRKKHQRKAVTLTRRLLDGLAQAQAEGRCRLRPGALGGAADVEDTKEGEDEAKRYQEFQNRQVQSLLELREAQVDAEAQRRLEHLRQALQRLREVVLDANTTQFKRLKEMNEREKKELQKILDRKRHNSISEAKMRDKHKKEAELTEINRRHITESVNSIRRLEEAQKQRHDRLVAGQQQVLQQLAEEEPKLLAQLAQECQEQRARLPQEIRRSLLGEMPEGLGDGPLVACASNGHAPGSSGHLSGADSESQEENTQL
hcDAF-12 act – H. contortus DAF-12 nuclear receptor activators, primary screen, cell-based, luminescence, HEK293, lit1-tk-luc reporter; HEK293 hcDAF-12 lit1-tk-luc reporter; 0% DMSO, 100% Δ7-dafachronic acid; activation, % at 6.8 µM; hit rate 1.4% among 370,000; AID 652067, 2013;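 active means activation above the mean of all tested compounds plus 3 SD, cut at about 5.5% in these data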;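 further: 100% = response to 3 µM Δ7-dafachronic acid high control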
Starred values were filed as active, the others as inactive; . = no result given; & = joins results of further samples.

[1] S=C(Nc1ccccc1)Nc1ccc(Cl)cc1Cl
[2] O=C(O)CCSc1nnc(-c2ccccc2)n1-c1ccccc1
[3] CCC(=O)c1ccccc1OCCCn1cncn1
[4] CCOc1c(C)cc(-c2ncccc2O)cc1C
[5] COCCCn1c(SCC(=O)N2CCc3ccccc32)nnc1-c1ccco1
[6] CN(C)C(=O)NC1CCCCCCCCCCC1
[7] COC(=O)c1ccc(C)c(NC(=O)C(CCSC)NC(=O)c2cc(OC)c(OC)c(OC)c2)c1 (stereo unspecified)
[8] COc1ccc2ccccc2c1/C=N/O
[9] CCOc1ccc(NC(=O)CSc2nnc(CNC(=O)c3ccco3)o2)cc1
[10] COc1ccccc1NC(=O)CSc1nc(O)cc(=O)n1-c1ccccc1OC
compound no.	1	2	3	4	5	6	7	8	9	10
GAA850 FXN act	5.7	-1.7	1.1	0.6&3.0	0.0	-0.8	0.0	0.5	0.4	0.1
sPLA2-III inh	-1.7	6.2	6.2	-4.9&-2.3	-0.2	-5.4	-9.2	-2.0	4.4	-8.8
NR1D1 modulator	0.6	1.5	-0.1	-1.9&-4.6	-3.5	-1.0	4.9	0.1	3.1	-3.2
DAX1 inh-1	-0.1	-0.4	-0.1	0.4&0.7	-0.1	-0.3	0.0	0.5	-0.4	-0.1
DAX1 inh-2	0.3	1.5	2.3	-0.4&0.0	1.1	1.5	-0.7	0.8	-1.3	2.1
hgDAF-12 ag	2.2	-0.1	1.1	0.4&2.5	-0.7	2.3	-0.7	4.7	0.2	-2.9
ssDAF-12 act	-0.8	-0.2	-1.0	-1.0&-1.0	-0.6	-1.3	-1.5	-1.0	-1.4	-1.8
PG9 Ab binder	0.4	0.2	0.7	-0.9&-0.2	-1.1	0.8	-2.1	-0.7	-1.5	-1.9
SMARCA2 act	2.3	-3.2	-1.3	3.8&4.3	4.2	-0.3	-1.5	2.8	0.2	-3.0
PLCb3 inh	0.2	-1.9	-1.7	-56.9&-45.1	4.0	0.5	-2.1	-4.2	-3.2	0.8
hcDAF-12 act	-0.1	-0.6	-1.1	0.3&1.7	-0.9	-2.1	0.5	0.2	0.3	-0.1

[11] CCCCCCCCN1C(=O)[C@@H](CC(=O)N2CCSCC2)C[C@@]2(C(=O)OC)C1=C[C@H](C1CCCC1)O[C@@H]2C
[12] CSc1nc(NC(C)(C)C)nc(Oc2ccc(=O)[nH]n2)n1
[13] Cc1n[nH]c(=O)c2c(NC(=O)COC(=O)/C=C/c3cccc(C(F)(F)F)c3)oc(C)c12
[14] Cc1nc2ccc(NC(=O)c3ccccc3)cc2c(=O)n1Cc1ccc(F)cc1
[15] Cc1cc(-c2n[nH]c(=S)n2/N=C/c2ccc(Br)s2)n[nH]1
[16] CN1CCN(C(=O)C2=C[C@H](c3ccccc3)C[C@H](OCc3ccc(CO)cc3)O2)CC1
[17] CC(=NNC(=O)c1ccncc1)c1ccc2ccccc2c1O
[18] Cc1c(C(=O)OC(C)C)sc(NC(=O)c2cnccn2)c1C(=O)OC(C)C
[19] O=C(CSc1ccccn1)Nc1nc2ccccc2s1
[20] Cc1cccc(NC(=O)c2cnc3sccn3c2=O)c1C
compound no.	11	12	13	14	15	16	17	18	19	20
GAA850 FXN act	.	0.9	0.8	-1.2	1.7	-0.6	-7.1	0.9	0.3	3.2
sPLA2-III inh	0.2	6.4	3.1	-4.8	7.1	0.0	20.4*	11.7	-11.2	0.2
NR1D1 modulator	1.0	-2.3	-0.1	4.2	3.6	-5.0	15.4	-4.4	-4.4	8.4
DAX1 inh-1	1.2	0.4	0.9	-3.8	-0.3	-0.1	-2.5	0.0	-0.2	3.9*
DAX1 inh-2	.	-0.2	1.1	-2.4	-1.9	0.9	-0.7	0.1	1.8	.
hgDAF-12 ag	3.9	5.1	1.8	-1.0	-0.2	-1.4	-6.5	-1.8	9.7	12.3*
ssDAF-12 act	-1.1	-1.3	-1.1	-1.7	-1.6	-1.3	-1.6	-1.9	-1.8	-0.1
PG9 Ab binder	-0.6	0.0	1.5	-1.5	1.3	1.0	-5.6	0.8	0.3	-0.2
SMARCA2 act	-3.7	-1.1	-2.4	-3.3	-3.1	-1.0	-2.7	-1.9	2.6	5.7
PLCb3 inh	1.6	-2.3	-2.8	-7.8	-0.8	0.9	-101.4	-9.9	1.0	-5.2
hcDAF-12 act	-0.1	0.1	-1.4	-3.3	1.8	-1.5	-2.6	0.1	4.8	1.9

[21] Cc1csc(SCC(=O)NC(=O)c2ccccc2)n1
[22] CCOc1ccccc1NC(=S)NCc1cccn1C
[23] COC(=O)c1c(NC(=O)CSc2nc3ccccc3c(=O)n2Cc2ccco2)sc(C)c1C
[24] Cc1nc2c(o1)CCc1ccccc1C2O (stereo unspecified)
[25] O=C(c1cc(-c2ccc(Br)cc2)nc2ccccc12)N1CCC1
[26] Cc1cc(C)c2c(-c3ccc(F)cc3)c(C#N)c(=O)n(C)c2n1
[27] O=C(CCCC(=O)c1ccc(F)cc1)c1ccc(F)cc1
[28] Cc1cccc(N=Nc2c(N)n[nH]c2N)c1
[29] CCOc1c(CNCc2ccc(C(=O)O)cc2)cccc1OC
[30] COc1cccc(CNc2nc(NCc3cccs3)nc3ccsc23)c1
compound no.	21	22	23	24	25	26	27	28	29	30
GAA850 FXN act	1.7	-0.3	1.2	1.3	3.6	2.1	4.0	3.1	0.2	-1.3
sPLA2-III inh	6.5	3.4	19.4*	-0.5	4.6	-3.4	-5.2	10.6	1.6	-17.6
NR1D1 modulator	1.3	-0.8	-7.3	-6.8	6.8	56.8*	6.6	-0.1	2.2	-4.2
DAX1 inh-1	2.2	-0.3	-0.8	0.5	-2.4	0.4	1.8	0.3	-0.2	-3.0
DAX1 inh-2	1.2	0.4	0.4	0.2	-1.4	0.2	4.8*	-0.2	0.5	.
hgDAF-12 ag	-0.8	-1.5	1.3	1.1	0.8	3.9	8.1	4.2	-1.1	-5.7
ssDAF-12 act	-0.9	-1.5	-1.7	-0.7	-1.6	-1.4	0.6	-0.8	-1.2	-1.9
PG9 Ab binder	0.1	0.3	-1.5	-0.1	-0.1	-2.8	-2.7	-1.1	1.0	-2.8
SMARCA2 act	-2.7	-3.4	-1.9	-2.5	-0.8	-2.3	2.2	-1.4	0.9	-2.4
PLCb3 inh	0.6	-7.8	-1.4	-2.1	-2.8	-0.4	1.8	4.4	-2.4	2.9
hcDAF-12 act	-1.4	4.3	0.4	1.0	-2.1	-0.7	2.1	-1.1	-0.5	-3.1

From entry 21 up to 23, as listed above:
[21] Cc1csc(SCC(=O)NC(=O)c2ccccc2)n1
[22] CCOc1ccccc1NC(=S)NCc1cccn1C
[23] COC(=O)c1c(NC(=O)CSc2nc3ccccc3c(=O)n2Cc2ccco2)sc(C)c1C
compound no.	21	22	23
GAA850 FXN act	1.7	-0.3	1.2
sPLA2-III inh	6.5	3.4	19.4*
NR1D1 modulator	1.3	-0.8	-7.3
DAX1 inh-1	2.2	-0.3	-0.8
DAX1 inh-2	1.2	0.4	0.4
hgDAF-12 ag	-0.8	-1.5	1.3
ssDAF-12 act	-0.9	-1.5	-1.7
PG9 Ab binder	0.1	0.3	-1.5
SMARCA2 act	-2.7	-3.4	-1.9
PLCb3 inh	0.6	-7.8	-1.4
hcDAF-12 act	-1.4	4.3	0.4

(further entries)
[31] CN(C)CCCNc1nc2cc(-c3ccn[nH]3)sc2c(=O)n1C
[32] O=C(NCCc1ccccc1)C(=O)NCC1OCCCN1S(=O)(=O)c1ccc(F)cc1 (stereo unspecified)
[33] CCCC[C@@H]1CNC(=S)N1CCCc1cc(OC)c(OC)c(OC)c1
[34] CN(NC1OC(=O)c2ccccc21)c1c([N+](=O)[O-])cc(C(F)(F)F)cc1[N+](=O)[O-] (stereo unspecified)
[35] Cn1c(C=O)c(-c2ccc3cc[nH]c3c2)c2ccccc21
[36] COc1ccc(N/N=C(\C#N)C(=N)SCc2ccccc2)cc1
[37] O=C(CN1C(=O)c2ccccc2S1(=O)=O)Nc1ncccn1
[38] CC(C)C[C@@H](CN)NC(=O)c1nc[nH]c1C(=O)N[C@@H](CC(C)C)C(=O)CNC[C@H](C)NC(=O)c1nc[nH]c1C(=O)N[C@@H](CC(=O)O)C(=O)O
[39] CCOC(=O)C1=C(Cn2cnc3ccccc32)NC(=O)NC1c1ccc(OC)cc1 (stereo unspecified)
[40] O=C1c2cnc3ncnn3c2CC2c3ccccc3CCN12 (stereo unspecified)
[41] CCN(CC)c1ccc(-n2c(C)c(C(C)=O)c(C(C)=O)c2C)cc1
[42] COc1cc(NC(=O)[C@@H](NC(=O)c2ccco2)C(C)C)c(OC)cc1NC(=O)c1ccccc1
compound no.	31	32	33	34	35	36	37	38	39	40	41	42
GAA850 FXN act	0.6	-1.4	0.0	0.0	0.7	-6.3	1.8	0.3	0.8	-1.3	-2.0	1.5
sPLA2-III inh	-2.2	-6.4	11.1	0.1	-1.2	3.2	8.1	8.0	-5.4	-24.7	1.1	-2.9
NR1D1 modulator	-6.3	-0.2	2.1	-2.1	0.0	4.8	-3.6	0.2	6.5	-1.7	-0.9	-1.1
DAX1 inh-1	0.5	0.3	-0.3	-1.0	-0.1	-0.3	1.3	0.2	-0.5	-0.2	-1.9	-0.6
DAX1 inh-2	.	-0.4	0.5	1.7	3.1	0.9	1.4	0.1	-0.5	0.6	-2.4	-0.1
hgDAF-12 ag	0.7	0.7	-1.4	-2.2	4.2	3.5	-2.1	-1.5	-2.0	-0.3	-6.1	-1.2
ssDAF-12 act	-1.2	-0.8	-1.7	-0.9	-0.1	-0.6	-0.7	-0.8	-1.1	-0.6	-2.0	-1.1
PG9 Ab binder	-0.6	-1.4	-0.5	-3.3	-3.4	-2.4	0.1	-2.6	-1.5	-4.2	0.1	0.8
SMARCA2 act	0.0	4.3	-0.4	-1.8	0.0	-7.5	-1.0	-3.5	-2.4	-3.9	-3.8	-3.0
PLCb3 inh	2.4	0.2	3.0	-3.8	-123.3	2.1	-2.7	0.4	3.9	-53.8	-1.2	-7.5
hcDAF-12 act	-1.3	-2.3	-1.1	-2.1	7.7*	-1.2	2.9	1.0	-1.1	-1.4	-3.6	1.2
